Assay outcomes deposited in PubChem BioAssay by The Scripps Research Institute Molecular Screening Center.
TEAD-YAP block = TEAD-YAP interaction inhibition, primary screen, TEAD-YAP interaction inhibitor project, luminescence, HEK-TIYL cells | TEAD-Gal4/YAP UAS-luciferase luminescence | inhibition, % at 9.12 µM | actives 1.4% (n = 640,000) | AID 1259422, 2018; in the data active = inhibition above about 32%;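 note: 0% = median of test compound wells and 100% = reference inhibitor wells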
FBW7 activator = FBW7 E3 ligase activators, primary screen, biochemical, AlphaScreen, human. AID 1259310, 2017. normalized activity (activation), % at 26.1 µM. AlphaScreen FBW7–phospho-cyclin E peptide binding, activator screen. actives 0.13% (n = 650,000); in the data active = normalized activity above about 1.9%;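 note: purified mutant Fbw7 with reduced substrate affinity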
Target sequence (Q969H0 whole entry, looked up): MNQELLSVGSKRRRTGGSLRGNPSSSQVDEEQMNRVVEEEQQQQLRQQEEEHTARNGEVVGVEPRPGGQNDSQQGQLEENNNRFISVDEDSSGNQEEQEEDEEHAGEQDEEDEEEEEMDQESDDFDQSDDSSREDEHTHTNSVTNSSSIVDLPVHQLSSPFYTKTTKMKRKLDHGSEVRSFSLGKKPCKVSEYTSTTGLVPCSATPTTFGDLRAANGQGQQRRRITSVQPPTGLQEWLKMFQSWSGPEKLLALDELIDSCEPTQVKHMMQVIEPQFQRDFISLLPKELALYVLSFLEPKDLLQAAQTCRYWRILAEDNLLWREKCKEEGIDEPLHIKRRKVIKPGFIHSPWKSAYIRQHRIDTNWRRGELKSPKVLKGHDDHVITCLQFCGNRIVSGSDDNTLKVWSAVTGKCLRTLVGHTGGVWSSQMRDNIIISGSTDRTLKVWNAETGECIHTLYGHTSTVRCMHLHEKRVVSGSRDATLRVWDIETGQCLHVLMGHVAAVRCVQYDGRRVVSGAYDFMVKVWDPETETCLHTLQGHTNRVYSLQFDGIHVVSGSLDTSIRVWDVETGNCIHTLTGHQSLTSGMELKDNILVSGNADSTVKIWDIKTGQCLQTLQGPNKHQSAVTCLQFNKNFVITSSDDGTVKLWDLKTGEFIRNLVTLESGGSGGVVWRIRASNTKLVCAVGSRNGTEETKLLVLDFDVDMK
MITF inh = MITF inhibitors, primary screen, biochemical, AlphaScreen, human; Microphthalmia-associated transcription factor (Homo sapiens), O75030; AlphaScreen MITF homodimerization, bead proximity signal; inhibition, % at 2.6 µM; actives 0.91% (n = 650,000); in the data active = inhibition above about 50%;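 note: 0% = vehicle wells with protein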
GPR151 ag = activators of human GPR151, primary screen, cell-based, PathHunter beta-arrestin, luminescence. G-protein coupled receptor 151 (Homo sapiens), Q8TDV0. PathHunter beta-arrestin GPR151 cells. activation, % at 11.2 µM. actives 1% (n = 650,000). AID 1508602, 2020; in the data active = activation above about 4.9%;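 note: 0% = median of compound wells and 100% = cells with positive control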
* = called active by the depositor; & = joins results of further samples.

SMILES | TEAD-YAP block | FBW7 activator | MITF inh | GPR151 ag
Cc1cccc(C2OC3(C(=O)c4ccccc4C3=O)C3C(=O)N(c4ccccc4Br)C(=O)C23)c1 (centres undefined) | 1 | -0.1 | -4 | 0.1
COc1cccc(/C=C(\C#N)c2nc3ccccc3s2)c1 | -45 | 0.1 | 17 | 0.0
CC(C)(C)c1cc(Sc2cc(C#N)c3ccccc3n2)cc(C(C)(C)C)c1Cl | -13 | 0.0 | -6 | -0.4
Cc1nnc2c(Nc3ccccc3)nc3ccccc3n12 | -4 | 0.2 | 6 | 1.1
Cn1c(Cc2csc(N)n2)nnc1SC/C=C/c1ccccc1 | 6 | 0.0 | 9 | -0.7
O=c1nc(/C=C/c2ccc(N3CCCC3)cc2)cc(C(F)(F)F)[nH]1 | 9 | -0.1 | 12 | -1.0
CN1CCN(C(=O)C2(NC(=O)Nc3cccc(F)c3)CCCCC2)CC1 | 4 | -0.2 | -2 | 0.3
N#Cc1ccc(C(=O)Nc2cccc([N+](=O)[O-])c2)c(F)c1 | 0 | -0.1 | 11 | 0.6
COC(=O)C1(C(F)(F)F)N=C(c2ccc(Cl)cc2)OC(N2CCOCC2)=N1 (centres undefined) | -4 | 0.6 | 6 | 0.9
C=CCOc1c(Br)cc(Br)cc1/C=C1\SC(N)=NC1=O | -6 | 0.0 | 1 | -0.1
O=C(NCc1ccc(F)cc1)c1cc2c(s1)-c1ccccc1S(=O)(=O)C2 | 1 | -0.1 | 4 | -0.6
COc1nc(Nc2ccc(NC(C)=O)cc2)nc(-c2cccc(C(C)=O)c2)n1 | 5 | 0.0 | 8 | -0.9
COc1ccc(C(=O)NCC(=O)OCC(=O)c2cc(F)ccc2F)cc1OC | 2 | 0.1 | 2 | -0.6
CCN(CC)c1ccc(CN2CCC3(CC2)NC(=O)c2ccccc2O3)c(OC)c1 | -9 | -0.2 | 2 | 1.4
Cc1ccccc1NC(=O)C(Cc1c[nH]c2ccccc12)NC(=O)OCC(C)C (centres undefined) | 4 | -0.1 | 8 | 0.3
Cc1ccc(N=C2CSC(=O)N2)cc1 | 6 | 0.6 | -5 | 0.5
CC1CCCCN1c1nc(N2CCCCC2C)nc(N2CCCCC2C)n1 (centres undefined) | 5 | 0.0 | 1 | 0.0
CCOC(=O)c1cc2c(=O)n3ccccc3nc2n(C2CCCCC2)c1=NC(C)=O | -4 | 0.0 | 6 | 0.2
CC1(C)CC(=O)N(CC(=O)N2CCCC2)c2ccccc2S1 | 2 | 0.1 | -4 | -0.4
COc1ccc(S(=O)(=O)N(CCc2ccccc2)CC(=O)Nc2ccc3c(c2)OCCO3)cc1 | 7 | 0.1 | -15 | -0.7
COc1ccc(Br)cc1C(=O)NNC(=O)c1ccc([N+](=O)[O-])cc1 | -3 | 0.1 | 14 | -0.5
Cc1nn(CCCC(=O)N2CC(C)CC(C)C2)c(=O)c2c1sc1ccccc12 (centres undefined) | -10 | -0.2 | 4 | -0.5
Cc1ccc(C)n1-c1ccc(-n2c(C)ccc2C)cc1 | 0 | 0.0 | -1 | 1.9
CC(C)(C)c1cc(Br)ccc1OCC(=O)Nc1ccc2c(c1)OCCO2 | -3 | 0.0 | 12 | 0.6

The final four entries of the section above open the next one:
SMILES | TEAD-YAP block | FBW7 activator | MITF inh | GPR151 ag
COc1ccc(Br)cc1C(=O)NNC(=O)c1ccc([N+](=O)[O-])cc1 | -3 | 0.1 | 14 | -0.5
Cc1nn(CCCC(=O)N2CC(C)CC(C)C2)c(=O)c2c1sc1ccccc12 (centres undefined) | -10 | -0.2 | 4 | -0.5
Cc1ccc(C)n1-c1ccc(-n2c(C)ccc2C)cc1 | 0 | 0.0 | -1 | 1.9
CC(C)(C)c1cc(Br)ccc1OCC(=O)Nc1ccc2c(c1)OCCO2 | -3 | 0.0 | 12 | 0.6
COC(=O)c1sc(NC(=S)NC(=O)c2ccccc2Cl)nc1C | -16 | 0.0 | -16 | -0.5
Cc1cc(C)c(OCC(=O)N(Cc2ccccc2)C2CCS(=O)(=O)C2)c(C)c1 (centres undefined) | -1 | 0.0 | 4 | -0.7
Cc1ccc(C)c(Cn2c(CN3CC(C)OC(C)C3)nc3c2c(=O)n(C)c(=O)n3C)c1 (centres undefined) | 8 | 0.3 | 11 | -0.3
COCC1CCCN(C(=O)C2CC(Cc3ccccc3Cl)=NO2)C1 (centres undefined) | -57 | -0.2 | -10 | 0.2
S=C1NC2(CCCCC2)Nc2sc3c(c21)CCCC3 | 5 | 0.5 | 16 | 1.0
O=C(NCC1CCC2(CCN(C(=O)C3CC3)CC2)O1)c1ccc(F)c(Cl)c1 (centres undefined) | -16 | -0.2 | 9 | -0.8
CCCc1nc2ccccc2n1CC(=O)NN | -2 | 0.1 | 15 | -0.9
COc1ccc(-c2ocnc2C(=O)Nc2ncc(-c3cccnc3)s2)cc1 | -2 | -0.2 | -5 | -0.6
CCOC(=O)CSC1=Nc2ccccc2C2=NC(C(C)CC)C(=O)N12 (centres undefined) | 6 | -0.2 | 13 | -0.2
Cn1nnc(NC(=S)NC(=O)c2cccs2)n1 | -3 | 0.0 | -1 | 0.9
CC1(c2ccccc2)CC(C)(C)N(C(=O)c2cccs2)c2ccccc21 (centres undefined) | -5 | 0.0 | -11 | 0.3
O=C(O)C(Cc1ccco1)P(=O)(O)CN1CCOCC1 (centres undefined) | 0 | -0.2 | 6 | 0.6
Cc1cc(-c2ccc(S(=O)(=O)Nc3cccc(C)n3)cc2)on1 | 11 | 0.8 | 0 | -4.4
c1cn2c(-c3ccc(N4CCOCC4)cc3)cnc2c(NCC2CC2)n1 | 0 | 0.2 | -22 | -1.3
CCOC(=S)SCc1cn2cccc(C)c2n1 | 1 | 0.0 | -9 | -0.5
c1ccc(-c2[nH]c3ccccc3c2C(c2ccccn2)N2CCCC2)cc1 (centres undefined) | 5 | -0.2 | 3 | 1.7&0.3
CC(=O)c1cccc(-c2nc(C)cc(NCCN(C(C)C)C(C)C)n2)c1 | 6 | 0.0 | 5 | -2.9
CC(C(=O)NCCC1=CCCCC1)n1ncn2cccc2c1=O (centres undefined) | 3 | 0.0 | 5 | 2.8
N#C/C(=C/c1ccco1)c1nc(-c2cc3ccccc3oc2=O)cs1 | 0 | 0.0 | 1 | -0.8
Cc1ccccc1CNC(=O)CN(c1ccccc1Br)S(C)(=O)=O | -2 | -0.1 | -6 | 0.3
COc1ccc(-n2nc(C(=O)NCC(=O)N3CCCCCC3)c3ccccc3c2=O)cc1 | 1 | 0.1 | -4 | 0.9
Cc1ccc(Cl)cc1NC(=O)C(Cl)Cl | 11 | 0.1 | 10 | -1.2
O=c1[nH]c(N2CCN(c3ccccc3)CC2)nc2c1CCCC2 | -3 | -0.1 | 11 | -1.0
CC(C)C(=O)Nc1ccc2c(c1)C(=O)Nc1cc(Cl)ccc1O2 | -32 | -0.2 | -1 | -0.1
Cc1cc(=O)oc2cc(Oc3ncnc(N)c3[N+](=O)[O-])ccc12 | 0 | 0.0 | 4 | 2.7
COCCCNC(=O)CCN1C(=O)C(C)Oc2ccc(C)cc21 (centres undefined) | 0 | 0.0 | 3 | 0.4
O=C(NCc1cccnc1)c1nc(-c2cccnc2)no1 | 13 | 0.1 | 4 | -1.0
COc1cc(/C=C2/C(=N)N3N=C(Cc4ccccc4)SC3=NC2=O)ccc1OCc1ccccc1F | -38 | -0.1 | 3 | -0.9
CN(C)C(=O)CSc1nnc(COc2ccccc2)n1C | 4 | 0.7 | 8 | -0.4
CCc1ccccc1NC(=S)N(CCc1ccc(OC)c(OC)c1)Cc1cccnc1 | -9 | 0.3 | 0 | 2.9
Cc1[nH]c(=O)[nH]c(=O)c1S(=O)(=O)Nc1ccc(Cl)c([N+](=O)[O-])c1 | 1 | 0.0 | 7 | 0.2
CCc1nnc(NC(=O)CCC(=O)N2CCCC(O)C2)s1 (centres undefined) | 3 | 0.1 | 7 | 1.5
Cc1ccc(/C(=N\CS(=O)(=O)c2ccccc2)NC(=S)N(c2ccccc2)c2ccccc2)cc1 | -6 | 0.1 | 3 | 3.3
Cc1nc2ccccc2c(=O)n1C | 0 | 0.1 | 13 | -1.5
CCc1ccccc1NC(=O)c1ccc(F)c(S(=O)(=O)N2CCN(c3ccccc3OC)CC2)c1 | 2 | 0.1 | -14 | 2.0
O=C1NN(c2ccc(F)c(Cl)c2)C(=O)/C1=C\c1ccc(-c2cccc(C(=O)O)c2)o1 | -21 | 0.0 | -5 | 2.5
CC(=O)OCCNC(=O)/C(=C\c1ccco1)NC(=O)c1ccccc1 | -3 | 0.0 | -15 | 1.3
CC(C)C(=O)Nc1nc2ccccc2s1 | -62 | 0.1 | 0 | -3.1
CC(=O)NCC1(c2ccccc2)SC(NC(C)=O)=NN1C(C)=O (centres undefined) | 60* | 0.4 | 16 | -0.3
COc1cc2[nH]c(=O)n(CCCC(=O)NC(C)CCc3ccccc3)c(=O)c2cc1OC (centres undefined) | 9 | 0.0 | -17 | -1.2
CC(C)(C)NC(=O)C1CCN(S(=O)(=O)c2ccc(Cl)cc2)CC1 | 7 | -0.1 | 0 | 0.1
COc1cc(C(=O)N(CCCCN2C(=O)c3ccccc3C2=O)c2ccc(Cl)cc2)cc(OC)c1OC | -15 | -0.1 | 7 | 0.2
COc1cc(-c2nc3ccccc3s2)cc(OC)c1OC | -16 | 0.4 | 12 | -0.1
Cc1ccc2cc3c(nc2n1)CCN(Cc1ccc(Cl)cc1S(C)(=O)=O)C3 | 0 | -0.1 | -4 | 0.3
COC(=O)c1c(NC(=S)N2CCN(S(C)(=O)=O)CC2)sc2c1CCCCCC2 | -7 | -0.1 | -5 | 6.7*
Cc1csc2nc(CSc3nc4ccccc4[nH]3)c(Br)n12 | -59 | -0.1 | -3 | -0.5
COc1cccc(C(=O)Oc2coc(CSc3nc(C)cc(C)n3)cc2=O)c1 | 2 | 0.5 | 1 | 3.2
CC(=O)N(CN1C(=O)c2ccc([N+](=O)[O-])cc2C1=O)c1cccc(C(=O)O)c1 | 15 | 0.4 | 22 | 0.6
c1ccc(-c2ccc(OCCCCn3cncn3)cc2)cc1 | -51 | -0.2 | 55* | 0.7
Fc1ccc(C2Nc3ccc(F)cc3C3C=CCC32)cc1 (centres undefined) | -3 | -0.1 | 12 | 0.3
CCCNC(=O)c1ccc2nc(Nc3nc4ccccc4n3C)sc2c1 | 15 | 0.4 | 6 | 4.0
CC(NC(=O)Cc1cccc(Cl)c1)c1nc(-c2ccncc2)n[nH]1 (centres undefined) | -5 | 0.0 | -5 | -0.9
O=C(Nc1ccccc1C(=O)c1ccccc1)c1ccccn1 | -1 | -0.1 | 6 | -0.4
O=C1c2ccccc2C(=O)C1(CO)c1ccc(F)cc1 | -3 | 0.0 | 9 | 0.1
COc1cc(C(=O)OCN2C(=O)c3ccccc3C2=O)c([N+](=O)[O-])cc1OC | 0 | 0.0 | 18 | -0.6
COCCCn1c(=O)c2ccccc2c2ccccc2c1=O | -2 | 0.8 | 15 | -0.3
O=C(Cc1ccc(Br)cc1)OCC(=O)N1CCOCC1 | 3 | 0.1 | -15 | 0.4
CC1=C(C(=O)OC2CCCC2)C(c2cccs2)C2=C(CC(C)(C)CC2=O)N1 (centres undefined) | 3 | -0.1 | 1 | -0.1
Oc1ccc(Br)cc1C1CC(c2ccc3c(c2)OCO3)=NC(c2cccc(F)c2)N1 (centres undefined) | 9 | -0.2 | 5 | -0.3
CCn1c(N/N=C/c2ccccc2Cl)nc2c1c(=O)[nH]c(=O)n2C | 8 | 0.0 | 3 | -1.4

Five compounds out of the list, arranged by SMILES length, lowest first.
SMILES | TEAD-YAP block | FBW7 activator | MITF inh | GPR151 ag
COCCCn1c(=O)c2ccccc2c2ccccc2c1=O | -2 | 0.8 | 15 | -0.3
O=C(Cc1ccc(Br)cc1)OCC(=O)N1CCOCC1 | 3 | 0.1 | -15 | 0.4
O=C1c2ccccc2C(=O)C1(CO)c1ccc(F)cc1 | -3 | 0.0 | 9 | 0.1
CCCNC(=O)c1ccc2nc(Nc3nc4ccccc4n3C)sc2c1 | 15 | 0.4 | 6 | 4.0
CC(NC(=O)Cc1cccc(Cl)c1)c1nc(-c2ccncc2)n[nH]1 (centres undefined) | -5 | 0.0 | -5 | -0.9

Gathered by group, the entries above with a tert-butyl group (3)
SMILES | TEAD-YAP block | FBW7 activator | MITF inh | GPR151 ag
CC(C)(C)c1cc(Sc2cc(C#N)c3ccccc3n2)cc(C(C)(C)C)c1Cl | -13 | 0.0 | -6 | -0.4
CC(C)(C)c1cc(Br)ccc1OCC(=O)Nc1ccc2c(c1)OCCO2 | -3 | 0.0 | 12 | 0.6
CC(C)(C)NC(=O)C1CCN(S(=O)(=O)c2ccc(Cl)cc2)CC1 | 7 | -0.1 | 0 | 0.1
